M. tuberculosis GlmU – inhibition of mycobacterial GlmU enzyme – biochemical, glucosamine-1-phosphate acetyltransferase (AID 1376); inhibition, %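 (tested at 30 µM in the primary screen)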; hits with a dose series show IC50 in µM; 220,000 tested, 0.25% active; M. tuberculosis GlmU acetyltransferase enzyme assay; higher % means a stronger effect; in the data active means inhibition above about 13%;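 further: 0% = complete reaction with vehicle and 100% = reaction without substrate; strong numbers were not always called active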
Mtb RmlCD inh – blocks M. tuberculosis RmlC and RmlD coupled enzymes. P9WH09+P9WH11. RmlC+RmlD coupled enzyme assay, percent inhibition; primary screen in compound mixtures. inhibition, % at 3.6 µM. 160,000 tested, 0.03% active. AID 1533; in the data active means inhibition mostly above about 34%, no sharp cut-off; further: some results filed as inactive read as strong as hits
Target sequence (P9WH09 whole entry, looked up): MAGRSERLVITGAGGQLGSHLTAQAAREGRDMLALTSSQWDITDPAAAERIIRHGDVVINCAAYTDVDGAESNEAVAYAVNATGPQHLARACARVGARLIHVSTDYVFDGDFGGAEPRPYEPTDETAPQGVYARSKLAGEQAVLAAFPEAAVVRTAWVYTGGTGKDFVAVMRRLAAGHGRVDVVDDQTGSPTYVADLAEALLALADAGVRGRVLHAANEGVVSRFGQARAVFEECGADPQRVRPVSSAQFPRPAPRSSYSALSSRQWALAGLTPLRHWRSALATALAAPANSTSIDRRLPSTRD
Target sequence (P9WH11 whole entry, looked up): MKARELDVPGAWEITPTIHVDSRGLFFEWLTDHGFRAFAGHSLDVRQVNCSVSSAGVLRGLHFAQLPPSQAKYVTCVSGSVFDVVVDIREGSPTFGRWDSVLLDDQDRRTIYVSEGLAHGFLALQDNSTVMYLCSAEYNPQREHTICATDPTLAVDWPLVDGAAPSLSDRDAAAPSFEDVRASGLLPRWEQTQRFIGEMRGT
* hit, by the source's call; nt = no result given. Not all compounds are listed, so the mix of outcomes need not match the whole.

Each structure is followed by: M. tuberculosis GlmU, Mtb RmlCD inh
> COc1ccc(C(C(=O)NC2CCCCC2)N(C(=O)CCCC(=O)Nc2ccccn2)c2ccc3c(c2)OCCO3)cc1 (configuration not stated)
  -0.9%, -10
> CCOC(=O)c1c(-c2ccccc2)csc1NC(=O)CSc1nc(C)cc(C)n1
  -7.4%, 12
> O=C(/C(=C(\O)c1ccccc1)c1ncc[nH]1)c1ccccc1
  -4.2%, nt
> O=C(NCCN1CCOCC1)C1CCN(c2nc3ccccc3o2)CC1
  0.1%, 5
> COCCOC(=O)C1=C(C)NC(=O)NC1c1ccc(Cl)cc1 (configuration not stated)
  -2.1%, -9
> COc1ccc(C(C(=O)NC2CCCCC2)N(Cc2cccs2)C(=O)Cc2c[nH]c3ccccc23)cc1OC (configuration not stated)
  -0.1%, -32
> O=C(O)C1CCN(S(=O)(=O)N2CCOCC2)CC1
  3.2%, -1
> O=C1CN(C(=O)CSc2nc3cc(Cl)ccc3c(=O)n2Cc2ccccc2)c2ccccc2N1
  -5.9%, -5
> O=C(CSc1ccccn1)N1CCc2ccccc21
  -1.6%, 12
> C=CCn1c(=O)c2ccccc2n2c(Sc3nnnn3-c3ccccc3)nnc12
  -0.8%, -6
> CC(C)COC(=O)Nc1nnc(Cc2ccccc2)s1
  3.1%, -3
> COc1ccccc1NC(=S)N(Cc1cccnc1)Cc1ccccc1Cl
  7.6%, 5
> Cn1c(-c2ccc(F)cc2)cnc1NCc1ccc(C#N)cc1
  -3.4%, -38
> Cc1ccc(C)c(NC(=O)Cn2nc([N+](=O)[O-])c(Br)c2C)c1
  2.6%, -4
> Cc1cc(Nc2ccc(F)cc2C)n2nc(C)nc2n1
  4.8%, 12
> CCCn1c(SCC(=O)Nc2ccc(C)c(S(=O)(=O)N3CCOCC3)c2)n[nH]c1=O
  1.7%, -9
> COc1ccccc1N1CCN(C/C=C/c2ccc(N(C)C)cc2)CC1
  -2.9%, -8
> COc1ccccc1NS(=O)(=O)c1ccc(OC)c(OC)c1
  nt, -10
> COc1cc2c(cc1/C=C1/NC(=O)N(CC(=O)Nc3ccccc3)C1=O)OCO2
  -5.2%, -13
> Cc1cccc(C)c1NC(=O)C1=C(O)c2sccc2N(C)S1(=O)=O
  -1.4%, -12
> COc1cccc(C2=NOC(C(=O)N3CCOCC3)C2)c1 (configuration not stated)
  1.6%, -2
> Cc1oc2c(c(=O)c1C)C(=O)CC(c1ccccc1)C2 (configuration not stated)
  -1.7%, -7
> O=C(c1cccc(S(=O)(=O)N2CCOCC2)c1)N1CCCCCC1
  2.5%, nt
> CCOC(=O)c1ccc2c(c1)nc(C1CCN(S(=O)(=O)c3cccs3)CC1)n2CC
  5.7%, 0
> O=C(CSc1ncccn1)Nc1ccc2c(c1)CCC2
  4.6%, -5
> CC(C)c1nc(SCC(=O)N2CCc3ccccc32)n[nH]1
  -0.1%, nt
> CCn1ccnc1CN1CCCC(C(=O)c2ccc(SC)cc2)C1 (configuration not stated)
  0.0%, -12
> Cn1nnnc1SCC(=O)N1CCN(c2ccc(Cl)cc2)CC1
  nt, -5
> Cc1nn(C)c(C)c1CN(C)S(=O)(=O)c1ccc(F)cc1
  0.8%, nt
> Cc1ccc(C)n1-c1ccc2c(c1)COC2=O
  -4.2%, -7
> O=C(CCn1nc(-c2ccc(F)cc2)ccc1=O)NCc1ccccc1
  0.3%, 13
> CCOC(=O)/C(C#N)=C/c1ccc(OCC(=O)Nc2ccc(OC)cc2)c(OC)c1
  -8.6%, 18
> Cc1cc(SCC(=O)N/N=C/c2ccc(O)c(O)c2)c(C)cc1Br
  6.9%, nt
> O=C1c2cccc3cccc(c23)C(=O)N1CCN1CCN(CC(O)COc2ccc3ccccc3c2)CC1 (configuration not stated)
  -9.3%, 2
> Cc1ccc(O)c(C(=O)c2cnc3c(c2)COc2ccc(C)cc2-3)c1
  -2.3%, nt
> COc1cccc(NC(=O)CNC(C)CCC(C)C)c1 (configuration not stated)
  -4.6%, nt
> COC(=O)c1ccccc1NC(=O)c1ccc(-c2ccccc2F)o1
  1.5%, nt
> O/N=C/c1ccc(-c2cc(Cl)ccc2Cl)o1
  2.6%, -15
> Cc1cc(C)cc(OCC(=O)N(Cc2cccs2)C2CCS(=O)(=O)C2)c1 (configuration not stated)
  2.3%, nt
> CC(C)CN(CC(C)C)c1nnc(NC(=O)Cn2c(=O)oc3ccccc32)s1
  4.0%, nt
> CCOC(=O)C1=C(N)Oc2cc(C)oc(=O)c2C12C(=O)N1c3c(cccc32)C(C)CC1(C)C (configuration not stated)
  0.2%, 9
> Cc1cc(C)c2ccc(=O)n(CC(=O)N/N=C/c3ccccc3Cl)c2n1
  0.3%, 14
> Cc1c(N=C2NN=C(c3ccc(Cl)cc3)CS2)c(=O)n(-c2ccccc2)n1C
  -3.0%, -6
> O=S(=O)(Cc1cc(Cl)nc(-c2ccccc2)n1)c1ccccc1
  4.0%, -9
> O=C(NCc1cccnc1)C1COc2ccccc2O1 (configuration not stated)
  nt, -6
> N#C/C(=C/c1ccc(N2CCCCCC2)o1)c1ccc(F)cc1
  -2.6%, nt
> Cc1nn(-c2cccc3cccnc23)c(=O)c2ccccc12
  7.4%, 7
> O=C(N/N=C/c1cccs1)c1n[nH]c2c1CCCC2
  0.4%, 1
> Cc1cccc(-n2c(Cc3ccccc3)nnc2SCC(=O)N2CCOCC2)c1
  0.3%, nt
> Cc1cc(C(=O)NCc2ccccc2Cl)n(-c2ccccc2)n1
  3.1%, -8
> COc1cccc(OCCSc2nc(C)c(Cc3ccccc3)c(=O)[nH]2)c1
  6.0%, 6
> Cn1c(SCC(=O)NC(=O)Nc2ccccc2)nnc1-c1ccncc1
  3.0%, -8
> COc1ccc2o/c(=N\O)c(C(=O)Nc3ccccc3OC)cc2c1
  -2.2%, 4
> COCCN1C=C(C(=O)OC)C(c2ccccc2Cl)C(C(=O)OC)=C1
  -0.5%, -9
> Cc1cc(O)c(-c2ccno2)cc1Cl
  -3.6%, -11
> Cc1ccc(NC(=O)C2CC(=O)N/C(=N/N=C/c3ccco3)S2)cc1 (configuration not stated)
  -5.8%, 10
> Cn1c(SCC(=O)C(C)(C)C)nnc1-c1ccccn1
  -1.9%, nt
> CN(C)/C=C/C1=C([N+](=O)[O-])C(c2cccc([N+](=O)[O-])c2)NC(=O)N1 (configuration not stated)
  -0.9%, nt
> COc1cc(CN2CCC(CO)(CCOc3ccccc3)CC2)cc(OC)c1
  -1.3%, -3
> Brc1cccc(CNCc2cccs2)c1
  -2.2%, 3

Remaining list, next part.
Each structure is followed by: M. tuberculosis GlmU, Mtb RmlCD inh
> Nc1nc(F)cc(NCc2ccccc2)n1
  5.8%, -9
> O=C(O)c1ccccc1SCC(=O)N1CCCCC1
  1.2%, 12
> COc1ccc(-n2c(Cc3cccn3C)nnc2SCC(=O)N2CCCc3ccccc32)cc1
  1.4%, 4
> O=C(O)CCNC(=O)c1ccc(N=Nc2ccc(O)c(C(=O)O)c2)cc1
  0.8%, nt
> C=CCOC(=O)C1=C[C@H](c2ccc(Br)cc2)C[C@H](OCc2ccc(CO)cc2)O1
  -0.9%, nt
> O=[N+]([O-])c1ccc(/C=N/NC(=S)Nc2ccc(Cl)cc2Cl)s1
  0.3%, nt
> Cc1ccc(S(=O)(=O)NCc2ccco2)c(C)c1C
  -0.8%, 1
> Cc1cc(C)c(N=Cc2c(O)n(-c3nccs3)c(=O)c3ccccc23)c(C)c1
  2.4%, -5
> N#C/C(=C\c1c(N2CCC(C(N)=O)CC2)nc2ccccn2c1=O)S(=O)(=O)c1ccc(Cl)cc1
  2.9%, nt
> Cc1nc(C(=O)O)nn1-c1ccc([N+](=O)[O-])cc1
  2.5%, 4
> CCOC(=O)CCSc1cc(C)c2ccccc2n1
  -2.2%, nt
> CCSC1=C(C#N)C2(CCCCC2)C(C#N)C(=O)N1 (configuration not stated)
  9.1%, nt
> CCCn1cnc2sc(C(N)=O)c(C)c2c1=O
  -2.0%, nt
> CCc1c(C)c(C#N)c2nc3ccccc3n2c1-n1nc(C)cc1C
  2.3%, nt
> Cc1nc2ccccn2c1C(=O)N/N=C/c1ccc([N+](=O)[O-])o1
  9.3%, 3
> CC(C)NS(=O)(=O)c1ccc(OCC(=O)NCc2ccccc2)cc1
  -4.8%, nt
> Cc1ccccc1CC1(CO)CCCN(Cc2c(C)nn(C)c2Cl)C1 (configuration not stated)
  5.4%, -9
> Cc1cc(C)n(-c2cc(N3CCN(S(=O)(=O)c4ccc(Br)cc4)CC3)ccc2[N+](=O)[O-])n1
  0.8%, -15
> COC(=O)c1ccc(/C=C/C(=O)c2ccc(OC)c(OC)c2)cc1
  4.8%, 13
> Cc1cccc2nc(CSc3nc4[nH]ncc4c(=O)n3-c3cccc(Cl)c3)cc(=O)n12
  1.3%, nt
> CC(=O)Nc1ccc(S(=O)(=O)NCCSc2ccccn2)cc1
  -0.5%, nt
> COc1ccc(CCNC(=O)c2nonc2N)cc1OC
  -0.7%, -4
> CCn1cnc2scc(-c3ccc(C)c(C)c3)c2c1=O
  2.4%, 7
> O=C(Oc1ccc2c(c1)OCO2)c1ccc(F)cc1Cl
  3.0%, 7
> CCCCOc1ccccc1NC(=O)c1ccco1
  2.0%, 12
> CCc1nnc(NC(=O)C2CCC(CNc3c(N4CCC(C)CC4)c(=O)c3=O)CC2)s1 (configuration not stated)
  -0.2%, 8
> CC(C)C(C)(C#N)NC(=O)CSc1nc2scc(-c3ccco3)c2c(=O)n1-c1ccccc1 (configuration not stated)
  3.9%, nt
> CCc1cccc2c(C(=O)CSc3nnc(-c4ccoc4C)n3C)c[nH]c12
  0.1%, nt
> CCN(CC)C(=O)N1CCn2c(nc3ccccc32)C1
  1.5%, nt
> CCCNC(=O)NCCc1ccncc1
  1.4%, nt
> C=CCNC(=O)CSc1nnc(-c2ccccn2)n1Cc1ccccc1
  1.6%, nt
> Cc1cc(-c2nnc(-c3cccc(Cl)c3)o2)no1
  0.1%, -9
> COc1cccc(C2CC(c3cccs3)=NN2S(C)(=O)=O)c1 (configuration not stated)
  -1.4%, 13
> O=C(CSc1nccn1-c1ccccc1)NO
  -1.7%, 14
> Cc1onc(-c2ccc(Cl)cc2Cl)c1-c1csc(N/N=C/c2ccccc2Cl)n1
  0.3%, -13
> COc1ccc(C(=O)NNC(=O)c2snnc2C)cc1
  -8.6%, -28
> O=C(CCl)Nc1cccc(Oc2ccccc2)c1
  2.0%, 7
> NC(=O)c1ccc(NC(=O)CSC2=Nc3ccccc3C3CC=NN23)cc1 (configuration not stated)
  -1.0%, 6
> c1ccc2c(c1)N1CCCN=C1N2CCN1CCCCC1
  -1.2%, -14
> Cc1cccc(-c2nc(=S)c3c(o2)CCCC3)c1
  7.5%, 6
> Cc1scc(C(=O)N/N=C/c2ccc(OC(C)C)cc2)c1C
  -2.1%, nt
> O=C(CCS(=O)(=O)c1cccc2nsnc12)NC1CCCCCC1
  6.1%, nt
> Cc1c(Cl)cccc1NC(=O)Cc1ccc([N+](=O)[O-])cc1
  -1.4%, -7
> CNC(=O)c1cc2cc(Cc3ccccc3Cl)ccc2oc1=O
  -5.7%, 10
> CCOC(=O)CSc1nc2cc(C(=O)NCc3ccco3)ccc2c(=O)n1C1CCCCC1
  3.2%, 17
> COc1ccc(Nc2ncnc3ccc([N+](=O)[O-])cc23)c(OC)c1
  -4.0%, 2
> Cc1cc(C)cc(OCC(=O)NNC(=O)c2cc(C)[nH]n2)c1
  1.5%, -2
> O=C(COC(=O)/C=C/c1cccs1)NC(c1ccccc1)c1ccccc1
  -3.5%, 3
> COc1cc(NC(=O)c2ccno2)cc(C(=O)Nc2cccc(C(F)(F)F)c2)c1
  -0.3%, nt
> Nn1c(Nc2ccccc2)nc2ccccc2c1=O
  3.3%, 1
> CNc1ccc(NC(C)=O)cc1[N+](=O)[O-]
  -1.1%, 0
> CCCCCCCCn1cc(C(C)=O)c(=O)[nH]c1=O
  -1.1%, -2
> COCC(=O)NCc1ccc2c(c1)OCO2
  7.5%, -11
> COC(=O)c1cc(OC)c(OC)cc1NC(=O)c1c(-c2ccccc2Cl)noc1C
  -1.7%, nt
> CCC(=O)Nc1ccc(N2CCN(S(C)(=O)=O)CC2)cc1
  -1.7%, -8
> O=C(c1cc2ccccc2o1)N1CCN(c2ccccc2Cl)CC1
  2.3%, -7
> O=C(C1=C(O)C(=O)N(c2ncccn2)C1c1ccc(Cl)cc1)c1ccco1 (configuration not stated)
  6.1%, -9
> CCC/C(O)=C1\C(=O)CCCC1=NCCc1c(C)[nH]c2ccc(OC)cc12
  1.2%, -1
> CCOC(=O)c1c(C)[nH]c(C(=O)OCC(=O)N2CC(C)OC(C)C2)c1C (configuration not stated)
  -6.5%, 2
> O=C1C=C(Nc2ccc(Cl)cc2Cl)CC(c2ccco2)C1 (configuration not stated)
  5.8%, nt
> Cc1ccc(-c2nc3ccccc3o2)cc1NC(=S)NC(=O)/C=C/c1ccco1
  1.2%, 5
> Cc1cc(C)nc(N2CCN(C(=O)CCC(=O)Nc3nnc(CC(C)C)s3)CC2)n1
  -1.1%, 57
> O=C(CCSc1ccccc1)Nc1ccccc1Br
  -4.3%, nt

Assay outcomes as filed in PubChem BioAssay.
